Screening results (PubChem)
IMPase cell inh = IMPase inhibition in cells | P97697 | CHO-M1 cells, IP1 accumulation, HTRF TR-FRET ratio | inhibition (IP1 accumulation), % at 46.1 µM | 120,000 tested, under 10 active; active means well fitted curve in the direction sought with a large enough effect in the signal ratio, not every such curve was filed as active; inconclusive means small, poorly fitted or top-dose-only effect, or a change in a side signal; inactive means no such curve, though single readings can be large or run the other way; the % refers to the signal ratio;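 further: cells stimulated with carbachol in lithium chloride buffer; plate controls were DMSO basal wells for no effect and reference inhibitor wells for full effect; higher means more IMPase inhibition seen as more IP1 and lower FRET ratio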
Target sequence (P97697 whole entry, looked up): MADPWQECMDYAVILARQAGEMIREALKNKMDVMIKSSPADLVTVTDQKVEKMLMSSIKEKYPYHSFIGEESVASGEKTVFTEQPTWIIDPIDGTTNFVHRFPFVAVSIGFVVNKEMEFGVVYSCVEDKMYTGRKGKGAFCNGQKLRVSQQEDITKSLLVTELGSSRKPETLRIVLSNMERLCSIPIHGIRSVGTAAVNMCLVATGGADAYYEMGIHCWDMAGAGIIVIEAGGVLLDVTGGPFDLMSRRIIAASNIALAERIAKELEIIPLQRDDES
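CHO-M1, 2000 cells/well, cultured 16–30 h; cpd up to 46 uM; carbachol (50 uM solution, stimulation buffer w/ 50 mM LiCl, pH 7.4), 30 min 37C; IP-One TR-FRET, 10 min RT; Ex 320/Em 665, 620; Hill-fit AC50.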
15-hLO-2 inh = inhibitors of human 15-lipoxygenase 2 (ALOX15B) | O15296 | purified 15hLO-2, xylenol orange hydroperoxide absorbance | Potency, µM (highest dose often 57.1 µM), inactives show top-dose activity change, negative = inhibition, hits mostly inhibitors | actives 0.56% (n = 110,000) | AID 881; further: potency means the concentration at half of the fitted maximal effect; nearly all actives have a fitted effect of over 60% in size; many of its hits are not listed in these tables
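Enzyme 50 nM, AA 45 uM, 25 mM Hepes pH 7.5 + 0.01% Triton X-100; cpd preinc 15 min RT, rxn 90 min RT; stop/detect with 200 uM XO + 300 uM Fe(II) in 50 mM H2SO4, 30 min; A573/A405.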
ALOX12 inhib = blocks human 12-lipoxygenase activity. P18054. purified 12-hLO, xylenol orange hydroperoxide absorbance. Potency, µM (titrated, usually from 57.1 µM), inactives show at the highest dose activity change, negative = inhibition, most hits filed as inhibitors. actives 0.12% (n = 150,000); further: potency means the concentration at half of the fitted maximal effect; nearly all actives have a fitted effect of over 55% in size; many of its hits are not listed in these tables
Target sequence (P18054 whole entry, looked up): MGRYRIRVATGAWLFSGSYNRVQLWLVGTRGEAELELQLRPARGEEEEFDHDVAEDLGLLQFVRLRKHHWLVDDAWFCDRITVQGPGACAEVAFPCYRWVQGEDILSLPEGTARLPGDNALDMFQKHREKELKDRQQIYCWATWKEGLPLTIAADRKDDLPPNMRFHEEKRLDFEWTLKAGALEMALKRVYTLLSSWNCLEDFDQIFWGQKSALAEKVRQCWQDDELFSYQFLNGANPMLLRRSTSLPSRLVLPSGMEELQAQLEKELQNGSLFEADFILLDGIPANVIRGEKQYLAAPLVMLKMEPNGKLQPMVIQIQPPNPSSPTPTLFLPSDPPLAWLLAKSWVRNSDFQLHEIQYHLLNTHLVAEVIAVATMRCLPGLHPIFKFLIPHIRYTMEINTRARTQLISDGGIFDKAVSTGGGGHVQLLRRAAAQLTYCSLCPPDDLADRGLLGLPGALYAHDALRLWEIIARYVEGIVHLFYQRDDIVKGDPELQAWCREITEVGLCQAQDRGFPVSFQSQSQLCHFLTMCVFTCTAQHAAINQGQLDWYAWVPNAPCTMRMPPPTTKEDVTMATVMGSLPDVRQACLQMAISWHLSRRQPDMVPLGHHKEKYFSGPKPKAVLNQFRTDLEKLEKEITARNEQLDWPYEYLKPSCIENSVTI
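Hydroperoxide formation by human 12-lipoxygenase from 40 uM arachidonic acid was followed colorimetrically via ferric-xylenol orange complex, using the 573/405 nm absorbance ratio. Enzyme concentration was 150 nM, with 30 min reaction at room temperature.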
PNC assembly inh = blocks assembly of the perinucleolar compartment; actives 3.1% (n = 140,000); activity change (PNC), negative = inhibition, % at 10 µM; PC3M PTB-GFP, PNC prevalence imaging, 16 h; stronger effect = lower value;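 active means readout at or below -70, meaning at least 70% loss of cells showing the perinucleolar compartment, a nuclear body marking cancer cells; inconclusive means readout between -30 and a set limit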;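 further: plate controls were DMSO wells for no effect and camptothecin positive control wells for full effect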
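Read-out is percentage of cells bearing a perinucleolar compartment, from automated 20x imaging of fixed, Hoechst-stained PC3M PTB-GFP cells. Cells were seeded 4 h, then exposed 16 h to compound (23 nl of library stock) in duplicate plates.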
* hit, by the source's call; u = inconclusive; x = not tested or not shown; & = joins results of further samples; [ ] = dose if it differs, or a comment. Unless noted, the call rests on the fitted dose curve; in most records, active means well fitted curve in the direction sought with a large enough effect; inconclusive means small, poorly fitted or top-dose-only effect, or another doubt; inactive means no such curve, though single readings can be large; an effect the other way counts as inactive or inconclusive. Unless noted, on the % scale 0 is the no-effect control and ±100 the full control effect.

Results follow in this order: IMPase cell inh, 15-hLO-2 inh, ALOX12 inhib, PNC assembly inh
COC(=O)[C@@]1(Cc2ccccc2)[C@H]2c3cc(C(=O)N4CCCC4)n(Cc4ccsc4Br)c3C[C@H]2CN1C(=O)c1ccccc1
    x, 1%, -5%&-5%, 30
Nc1ccc(Nc2ccccc2)cc1
    7, u, u, 7
Cc1nc(NC(=O)/C=C/c2ccccc2)sc1C(=O)N(C)C
    x, x, -3%, u
CCOC(=O)C1=C(NC(=S)NC(=O)c2ccccc2)c2ccccc2CC1(C)CC (stereo not drawn)
    x, x, u, u
Cc1ccc(S(=O)(=O)N(C)CC(=O)Nc2ccccc2)cc1
    0, 2%, 1%, 12
C[C@]12C=CC(=O)C=C1CCC1C3CC[C@](O)(C(=O)CO)[C@@]3(C)CC3OC312 (stereo partly drawn)
    x, x, 9%, -27
Cn1c(=O)c2c(nc(CN3CCC(C(N)=O)CC3)n2CCCc2ccccc2)n(C)c1=O
    0, -3%, 1%, u
O=C(c1cnc(-c2ccc(Cl)cc2)s1)c1ccc(Cl)cc1Cl
    -2, x, 1%, 62
Brc1ccc(NCc2nnc3n2CCCCC3)cc1
    -2, 0%, -4%, u
COc1cccc(NC(=O)N2CCCC2C(=O)NCC(C)C)c1 (stereo not drawn)
    -2, 2%, 2%, -14
CCSc1nnc(NC(=O)CSc2nc3c(cc2C#N)CCCC3)s1
    9, -14%, -3%, 61
CC(C)CCNC(=O)C(c1ccco1)N(CC1CCCO1)C(=O)Cn1nnc2ccccc21 (stereo not drawn)
    14, x, -5%, 7
Cc1cc(N2CCN(c3ccccc3)CC2)nc(-c2ccccc2)n1
    8, 40%[activator], -6%, u
CC12CC3CC(C)(C1)CC(C(=O)NC(=S)N1CCCCC1)(C3)C2
    0, u, 16µM*, 22
O=C(O)c1ccc(CSc2nc(-c3ccc(Cl)cc3)cc(C(F)(F)F)n2)cc1
    -1, -22%, -1%, 18
Cc1cccc(NC(=S)NNC(=O)Cc2ccccc2)c1
    2, x, -1%, 15
O=C(O)C1CC=CCC1C(=O)Nc1cccc(F)c1 (stereo not drawn)
    8, -3%, 5%, -6
CC1CCCN(C2=C(Cl)C(=O)N(c3cccc(Cl)c3)C2=O)C1 (stereo not drawn)
    x, x, -1%, 38
CCOC(=O)c1cccc(NC(=O)CSc2nc(N)cc(N)n2)c1
    9, 0%, 3%, 15
COc1ccc(NC(=O)CN(Cc2ccccc2)S(C)(=O)=O)c(OC)c1
    0, -2%, 3%, -8
CCOc1cc(C(=S)N2CCC(O)CC2)ccc1OS(=O)(=O)c1ccc(Br)cc1
    1, -15%, -6%, -14
COCCNC(=S)N/N=C(\C)c1ccc(O)cc1
    2, x, -8%, 0
CCN1CCN(c2nc3ccccc3nc2C(C#N)S(=O)(=O)c2ccc(C)c(C)c2)CC1 (stereo not drawn)
    6, -6%, -4%, 4
CCCOC(=O)c1ccc(NC(=O)c2cnccn2)cc1
    u, -9%, -1%, -4
O=C1CC(c2ccccc2)CC(O)=C1C=NC1CCCC1 (stereo not drawn)
    -1, 7%, 2%, 113
Cc1ccc(-c2nsc3c(N4CCC(C(N)=O)CC4)ncnc23)cc1
    5, 5%, 10%, u
Cc1nn(Cc2ccc(Cl)cc2)c(C)c1N
    -1[0.0738 µM], x, -1%, -5
Cc1cccc(OCCNC(=O)c2cncc(Br)c2)c1
    x, x, 2%, 174
CCN(CC)CCCC(C)Nc1ccnc2cc(Cl)ccc12 (stereo not drawn)
    x, 21%, 2%, x
O=C(CSc1nc2ccsc2c(=O)n1-c1ccccc1)N1CCCC1
    3, 3%, 1%, u
O=C(Cn1c(=O)oc2cc(S(=O)(=O)N3CCCCC3)ccc21)N1CCc2ccccc2C1
    4, 5%, 2%, 32
CCOC(=O)c1c(C)nn(Cc2cccc(Cl)c2)c1N
    -4, -2%, -6%, u
CCc1cccc(CC)c1NC(=O)C1CN(S(=O)(=O)c2ccccc2)CCN1S(=O)(=O)c1ccccc1 (stereo not drawn)
    -4, x, -2%, -111*
O=C(CSc1nnc(COc2ccccc2F)n1-c1ccccc1)NC1CCS(=O)(=O)C1 (stereo not drawn)
    x, x, 2%, 12
CCN(c1ccccc1)c1nc2ccsc2c(=O)s1
    -8, 8%[2.29 µM], -4%, u
COc1ccccc1C/C(N)=N/OC(=O)c1ccc(C)c([N+](=O)[O-])c1
    10, -1%, -4%, u
CN(C)CCCOC(=O)COc1ccc(C(C)(C)C)cc1
    x, x, 0%, 23
O=C(Nc1ccc(Oc2nnc(-c3ccccc3)c3ccccc23)cc1)c1ccccc1
    x, x, 0%, -9
O=C(NC(=S)NCCOCc1ccc(Cl)cc1)c1cccnc1
    x, x, -3%, 10
O=C(O)CCNc1ncnc2nc[nH]c12
    x, -5%[11.4 µM], -3%[11.4 µM], x
CC(C)(C)OC(=O)N1CCC(C(=O)N2CCC[C@H]2C(=O)O)CC1
    4, 1%, -2%, -1
CC1(C)C2CCC1(CS(=O)(=O)Nc1ccc(S(=O)(=O)N3CCCCC3)cc1)C(=O)C2 (stereo not drawn)
    x, x, -8%, u
CCCS(=O)(=O)N1CCCC(C(=O)NC2CCCC(C)C2C)C1 (stereo not drawn)
    -11, 6%, 5%, -82*
Cc1ccc(Cl)cc1NC(=O)CCn1cccc1
    -7, -5%, -6%, 13
Cc1ccc(NC(=O)c2cc(NC(=O)c3ccco3)ccc2N2CCCCC2)cc1
    11, -5%, -2%, 4
c1ccc(-c2nc(NCCCn3ccnc3)c3oc4ccccc4c3n2)cc1
    -13, 59%[activator], -4%, 45
CCOC(=O)c1c(C)oc2ccc(OCC(=O)N(CC)CC)cc12
    -4, 1%, -5%, u
Clc1cc(Cl)cc(CSc2nnc(-c3sccc3-n3cccc3)o2)c1
    -6, 1%, 3%, 56
CCOC(=O)CN1CC23C=CC(O2)C(C(=O)Nc2ccc(F)c(C)c2)C3C1=O (stereo not drawn)
    20, 2%, -1%, -22
CCCCc1nc(NCCNC(=O)c2ccco2)c(C#N)c2c1CSC(C)(C)C2
    -4, u, -17%, u
Cc1cccc(NC(=O)CSc2nnc(-c3ccccc3Br)o2)c1C
    u, -5%, -5%, 12
CCOC(=O)c1nnn(-c2nonc2N)c1-c1cccc2ccccc12
    -1, 4%, -9%, u
CN1CCN(c2ccc(S(=O)(=O)N3CCCCC3)cc2NC(=O)Cc2ccccc2F)CC1
    x, x, 2%, 41
Cc1ccc(N(CC(=O)Nc2ccc3c(c2)OCCO3)S(=O)(=O)c2c(C)noc2C)cc1
    -10, 4%, -4%, 12
CS(=O)(=O)N1CCC2(CCN(c3cccc(-c4ccccc4)c3)CC2)CC1
    x, 1%, -1%, x
O=S(=O)(NCc1cccnc1)c1cc(Cl)ccc1Cl
    3, -7%, -1%, -26
N#Cc1cc(-c2ccc(Cl)cc2)cnc1Sc1ccccc1
    -5, -9%, 5%, 2
COc1ccc(C(=O)Nc2nccs2)cc1OC
    -4, 3%, -4%, 20
C=CCNCCCCOc1ccccc1
    x, x, 2%, -6
Nc1ccccc1-c1nnc(SCc2ccccc2Cl)[nH]c1=O
    -6, -8%, -2%, -11

Going on with the list.
Results follow in this order: IMPase cell inh, 15-hLO-2 inh, ALOX12 inhib, PNC assembly inh
Cc1ccc(NC(=O)CSC2=C(C#N)C(c3ccc4c(c3)OCO4)C3=C(CCCC3=O)N2)c(C)c1 (stereo not drawn)
    u, -20%, -29%, 12
CCOC(=O)c1ccc(NS(=O)(=O)N2CCCCCC2)cc1
    4, -8%, -2%, u
Cc1ccc(C)c(NC(=S)NCc2cccs2)c1
    x, x, -8%, -19
CCOC(=O)CNc1ncnc2nc[nH]c12
    -7, -1%, 1%, u
COCc1cc(C)nc(SCC(=O)Nc2ccccc2C)c1C#N
    -13, 6%, -3%, 17
NC(=O)CCCCC(N)=O
    x, 3%, -4%, x
CC(=O)N1CCN(Cc2nc3cc(NC(=O)c4ccccc4)ccc3n2C)CC1
    1, -1%, 6%, 75
Nc1cc(N)nc(SCCOc2ccccc2)n1
    -7, 14%, 0%, -1
CN(C)CC/C=C1\c2ccccc2COc2ccccc21
    19, 49%[activator], 4%, 52
CCC(OC(=O)c1cc2sccc2n1C)C(=O)NCC1CCCO1 (stereo not drawn)
    6, -12%, -7%, u
Nc1cc(Cl)c(N)c(Cl)c1
    x, -18%, -3%, x
O=C(c1ccccc1)c1ccc(C(=O)N2CCOCC2)cc1
    -1, -3%, 0%, -29
Cc1ccc(OCc2nnc(SCC(=O)O)n2N)cc1
    3, x, 5%, 39
C(=C\c1ccccc1)/C=N/Nc1nc(N2CCCCC2)nc(N2CCCCC2)n1
    -3, 23%, 5%, 11
O=C(CCC(=O)NNC(=O)COc1ccccc1)NCc1ccccc1
    -6, -7%, 4%, u
CN(C(=O)COc1ccccc1)c1nnc(C23CC4CC(CC(C4)C2)C3)s1
    x, x, 1%, 37
CCCC(=O)c1ccc(N2CCN(S(=O)(=O)c3ccccc3)CC2)c(F)c1
    -9, 8%, -5%, -15
CCOC(=O)CC1=C(C(=O)OCC)C(c2ccc(OC)cc2OC)C(C#N)=C(N)O1 (stereo not drawn)
    0, -4%, -10%, -9
CCOc1ccc(/C=N/O)cc1
    7, -2%, -3%, u
CC1(C)CC(=O)C2=C(C1)OC(N)=C(C#N)C21CCN(Cc2ccccc2)CC1
    -8, -1%, -12%, -28
O=C(CCS(=O)(=O)c1ccc(Cl)cc1)N1CCN(S(=O)(=O)c2cccs2)CC1
    -2, 1%, -6%, 30
COc1ccc(Nc2nc(-c3c[nH]c4ccccc34)cs2)cc1
    x, x, -7%, 58
O=C(NCc1cccc(C(F)(F)F)c1)C1CCN(c2ncccn2)CC1
    3, -3%, -1%, -19
O=C(NC1CCCCC1)C1(c2ccccc2)CC1(Cl)Cl (stereo not drawn)
    x, x, 1%, 40
Cc1ccc(S(=O)(=O)NCc2ccc(C(=O)N3CCN(c4ccccn4)CC3)cc2)cc1
    4, 9%, -9%, u
CC(=O)c1cc(F)c(N2CCN(C(=O)COc3ccccc3F)CC2)cc1C
    8, x, -1%, u
COc1ccccc1CC(=O)N(CCC#N)CCC#N
    9, x, 3%, -3
O=C(Nc1ccc2oc(-c3ccncc3)nc2c1)c1c(F)c(F)c(F)c(F)c1F
    -5, 2%, -3%, -28
Cc1cc(C)cc(N(C(=O)c2sc(C)nc2C)C(C(=O)NCc2ccco2)c2ccccc2)c1 (stereo not drawn)
    -10[1.84 µM], 5%[11.4 µM], 3%, -30
CC(C)Nc1nc(Cl)nc(NCCOc2ccccc2)n1
    -1, x, -5%, -22
C(=N\n1cnnc1)/c1ccc(OC2CSC2)cc1
    1, 9%, -1%, 6
CCC(=O)N1CCN(c2ccc(NC(=O)c3ccc(-c4ccccc4)cc3)cc2)CC1
    -5, -2%, 1%, 48
Cc1c(Cl)cccc1N1C(=O)C2ON(c3ccccc3)C(c3cccnc3)C2C1=O (stereo not drawn)
    10, 9%, -9%, -12

Full records, looked up by structure.
O=C(NC1CCCCC1)C1(c2ccccc2)CC1(Cl)Cl (stereo not drawn) across the screens: IMPase cell inh = x; 15-hLO-2 inh = x; ALOX12 inhib = 1%; PNC assembly inh = 40
CCCS(=O)(=O)N1CCCC(C(=O)NC2CCCC(C)C2C)C1 (stereo not drawn) across the screens: IMPase cell inh = -11; 15-hLO-2 inh = 6%; ALOX12 inhib = 5%; PNC assembly inh = -82*

These rows are one share of the data. The share of hits here may be higher or lower than overall.
